From PubChem BioAssay
M5 antag: human M5 muscarinic receptor antagonists, primary screen, CHO cells, Fluo-8 calcium fluorescence | Muscarinic acetylcholine receptor M5 (Homo sapiens), P08912 | CHO-hM5 cells, ACh EC80 | inhibition, % at 3 µM | 0.59% of 360,000 active | AID 624040, 2012;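 active means inhibition above a per-plate cutoff, the mean of that plate's test compounds plus 3 SD, cut at about 27% in these data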;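 further: 0% = acetylcholine EC80 with DMSO and 100% = DMSO without agonist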
Target sequence (P08912 whole entry, looked up): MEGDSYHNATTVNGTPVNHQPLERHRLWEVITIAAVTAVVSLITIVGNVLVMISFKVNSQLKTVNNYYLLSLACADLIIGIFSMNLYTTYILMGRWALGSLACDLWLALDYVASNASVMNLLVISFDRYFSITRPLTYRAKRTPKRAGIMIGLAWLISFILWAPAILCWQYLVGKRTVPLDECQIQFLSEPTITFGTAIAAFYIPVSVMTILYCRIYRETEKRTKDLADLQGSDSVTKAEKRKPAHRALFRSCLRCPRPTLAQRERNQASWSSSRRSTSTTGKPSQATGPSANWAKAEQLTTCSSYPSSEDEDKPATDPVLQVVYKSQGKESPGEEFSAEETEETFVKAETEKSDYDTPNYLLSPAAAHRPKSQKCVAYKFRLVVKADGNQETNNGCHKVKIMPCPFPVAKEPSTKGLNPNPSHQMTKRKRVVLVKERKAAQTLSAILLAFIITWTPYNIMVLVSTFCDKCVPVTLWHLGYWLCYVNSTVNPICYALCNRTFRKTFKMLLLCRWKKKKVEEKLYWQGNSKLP
CHRM5 PAM: human M5 muscarinic receptor positive allosteric modulators, primary screen, CHO-K1 cells, Fluo-8 calcium fluorescence | AID 624038, 2012 | activation, % at 3 µM | CHO-K1 hM5, ACh EC20 PAM; 0% = ACh EC20, 100% = ACh EC100 | 0.3% of 360,000 active | Muscarinic acetylcholine receptor M5 (Homo sapiens), P08912;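 active means activation above the run cutoff, the mean activation of all test compounds plus 3 SD, cut at about 18% in these data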
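System – CHO-K1 hM5 cells · Compound – 3 µM, single dose · Incubation – compound preincubation 140 s before EC20 acetylcholine addition · Technique – Fluo-8 calcium fluorescence · Measure – Max/basal fluorescence ratio as % of EC20–EC100 ACh window · Benchmarks – low control EC20 acetylcholine (0%), high control EC100 acetylcholine (100%) · Replication – singlicate, one well per test compound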
M1 PAM: human M1 muscarinic receptor positive allosteric modulators, primary screen, CHO-K1 cells, Fluo-8 calcium fluorescence, 1536-well | 0.088% of 360,000 active | CHO-K1 hM1, ACh EC20; 0% = ACh EC20, 100% = maximal ACh | Muscarinic acetylcholine receptor M1 (Homo sapiens), P11229 | activation, % at 3 µM | AID 588819, 2011; in the data active means activation above about 19%, passing the limit was not always enough
Target sequence (P11229 whole entry, looked up): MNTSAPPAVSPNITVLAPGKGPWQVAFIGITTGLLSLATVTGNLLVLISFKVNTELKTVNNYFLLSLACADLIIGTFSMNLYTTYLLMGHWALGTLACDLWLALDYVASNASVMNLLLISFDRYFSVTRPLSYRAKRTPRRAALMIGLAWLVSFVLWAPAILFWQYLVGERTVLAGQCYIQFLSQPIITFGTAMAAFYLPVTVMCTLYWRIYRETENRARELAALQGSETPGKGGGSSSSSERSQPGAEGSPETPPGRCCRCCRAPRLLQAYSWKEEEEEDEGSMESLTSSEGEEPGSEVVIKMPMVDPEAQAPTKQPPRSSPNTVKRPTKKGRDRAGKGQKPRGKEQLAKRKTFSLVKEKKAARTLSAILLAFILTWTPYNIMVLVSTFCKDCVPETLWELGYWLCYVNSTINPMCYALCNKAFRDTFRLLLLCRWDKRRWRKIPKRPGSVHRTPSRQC
M4 PAM: human M4 muscarinic receptor positive allosteric modulators, primary screen, CHO-K1 cells, Fluo-8 calcium fluorescence. CHO-K1 hM4/Gqi5, ACh EC20; 0% = ACh EC20, 100% = maximal ACh. 0.4% of 360,000 active. activation, % at 3 µM;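 active means activation above its plate's cutoff, the mean activation of sample wells plus 3 SD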; further: some results filed as inactive read as strong as hits
M4 antag: human M4 muscarinic receptor antagonists, primary screen, CHO cells, Fluo-8 calcium fluorescence; Muscarinic acetylcholine receptor M4 (Homo sapiens), P08173; CHO-hM4 cells, ACh EC80; inhibition, % at 3 µM; 0.73% of 360,000 active; AID 624125, 2012;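 active means inhibition above its plate's cutoff, the mean inhibition of sample wells plus 3 SD, cut at about 27% in these data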;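 further: 0% = acetylcholine EC80 with DMSO and 100% = DMSO without agonist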
CRFBP-R2 agonist: agonists of CRF-BP/CRF-R2 complex, primary screen, cell-based, HEK293, calcium dye fluorescence, uHTS; calcium dye fluorescence (FLIPR); percent of saturating CRF peptide response; activation, % at 13.2 µM; 0.46% of 350,000 active; CRF-binding protein / CRF receptor 2 complex (human);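 active means activation of at least 50%, plus an integration ratio under a set limit after plate pattern correction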;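 further: plate controls were neutral control wells without compound for no effect and CRF at EC100 for full effect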
CRFBP-R2 block: antagonists of CRF-BP/CRF-R2 complex, primary screen, cell-based, HEK293, calcium dye fluorescence, uHTS | CRF-induced calcium fluorescence | inhibition, % at 11.8 µM | 0.59% of 350,000 active;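 active means inhibition of the ligand-induced calcium signal above about 50% at the single tested concentration, limit read from the data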
M4 ag: human M4 muscarinic receptor agonists, primary screen, CHO-K1 cells, Fluo-8 calcium fluorescence | Muscarinic acetylcholine receptor M4 (Homo sapiens), P08173 | 0.14% of 360,000 active | CHO-K1 hM4/Gqi5; vehicle 0%, full acetylcholine response 100% | activation, % at 3 µM;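 active means activation above the run mean over all test wells plus 3 SD, cut at about 32% in these data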;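 further: peak over basal fluorescence ratio per well then scaled between controls; 0% = DMSO wells and 100% = acetylcholine at EC100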
M5 ag: human M5 muscarinic receptor agonists, primary screen, CHO-K1 cells, Fluo-8 calcium fluorescence. Muscarinic acetylcholine receptor M5 (Homo sapiens), P08912. CHO-K1 hM5 cells; 0% DMSO wells, 100% maximal acetylcholine response. activation, % at 3 µM. 0.19% of 360,000 active. AID 624037, 2012;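 active means activation above the run's mean over test compounds plus 3 SD, cut at about 23% in these data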;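 further: signal is peak over basal fluorescence ratio across the kinetic read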
The depositor's hits bear a star; . = no result given.

M5 antag	CHRM5 PAM	M1 PAM	M4 PAM	M4 antag	CRFBP-R2 agonist	CRFBP-R2 block	M4 ag	M5 ag	mol
1	-2	-5	-4	-7	.	.	-1	-1	Cc1ccc(Cc2c(-c3ccc(Br)cc3)nc3ccc(Cl)cn23)cc1
-7	6	-1	-3	5	2.3	-29	5	4	COc1ccc(CCNC(=O)c2cc(-c3cccs3)on2)cc1OC
3	-1	6	1	-6	1.1	5	0	-2	O=C(Nc1ccc(Nc2ccncc2)cc1)c1ccc(Nc2ccnc3ccc([N+](=O)[O-])cc23)cc1[N+](=O)[O-]
6	-3	15	5	-1	.	.	2	1	OC[C@@H]1CN(Cc2ccccc2)C[C@H](n2cnc3c(NC4CCCC4)ncnc32)O1
-4	-3	11	3	2	1.1	23	0	-2	CCOC(=O)N1CCN(C(=O)CN(C2CCCCC2)S(=O)(=O)c2c(C)cc(C)cc2C)CC1
0	-8	5	-4	2	0.4	2	11	5	O=C(COC(=O)CCc1ccc(S(=O)(=O)N2CCCCC2)cc1)Nc1ccc2c(c1)OCO2
4	-5	7	-3	2	2.2	-8	1	0	Cc1nc2ccc(S(=O)(=O)NCC(=O)N3CCC(C)CC3)cc2s1
-2	-2	8	2	-3	-0.5	-1	3	1	O=C(COc1ccc(C(=S)N2CCOCC2)cc1)Nc1ccccc1C(F)(F)F
9	-4	2	1	-15	0.8	-23	7	-1	CN(C(=O)CCc1nnc(Cc2ccc(-c3ccccc3)cc2)o1)C1CCOCC1
1	10	19	-2	2	0.5	-12	8	6	COc1ccc(CN2CCN(Cc3c[nH]c4ccccc34)CC2CCO)cc1C (stereo unspecified)

An excerpt from above in order of SMILES length, high to low.
M5 antag	CHRM5 PAM	M1 PAM	M4 PAM	M4 antag	CRFBP-R2 agonist	CRFBP-R2 block	M4 ag	M5 ag	mol
-4	-3	11	3	2	1.1	23	0	-2	CCOC(=O)N1CCN(C(=O)CN(C2CCCCC2)S(=O)(=O)c2c(C)cc(C)cc2C)CC1
1	10	19	-2	2	0.5	-12	8	6	COc1ccc(CN2CCN(Cc3c[nH]c4ccccc34)CC2CCO)cc1C (stereo unspecified)
4	-5	7	-3	2	2.2	-8	1	0	Cc1nc2ccc(S(=O)(=O)NCC(=O)N3CCC(C)CC3)cc2s1

(continued)
M5 antag	CHRM5 PAM	M1 PAM	M4 PAM	M4 antag	CRFBP-R2 agonist	CRFBP-R2 block	M4 ag	M5 ag	mol
23	-21	-11	-14	10	-1.2	12	10	-4	Cc1cc(Cl)ccc1NC(=S)NCCc1ccc(Cl)cc1
-2	-10	-1	0	3	1.0	1	7	0	COc1ccc(/C=N/NC(=O)c2cc(-c3ccccc3OC(C)C)nc3ccccc23)cc1CN1CCOCC1
-6	-1	9	10	-1	-0.6	-3	0	0	Cc1ccc2nc(-c3ccc(NC(=S)NC(=O)CC(C)C)cc3)sc2c1
-3	9	14	13	-7	-2.2	25	3	-3	N#Cc1ccc(COC(=O)CCc2c[nH]c3ccccc23)cc1
-9	1	17	8	-14	0.5	3	1	-1	O=C(COc1ccc(S(=O)(=O)N2CCCCC2)cc1Cl)N1CCCC1
1	-5	10	-5	-4	-0.9	-2	1	0	O=C(OCC1COc2ccccc2O1)c1ccccc1F (stereo unspecified)
-3	2	4	-4	10	1.2	1	0	-1	O=C(COC(=O)/C=C/c1cccs1)NC1CCCCC1
-2	-1	-2	2	-15	0.6	-12	3	6	Cc1c(C(=O)N2CCOCC2)cc(C(C)(C)C)n1-c1ccccc1
7	-1	4	9	1	2.0	-9	0	1	Cc1ccccc1-n1c(=O)c2ccccc2n2nnnc12
3	-1	15	-9	3	-0.7	7	1	2	Cc1ccc(C(=O)NC(=S)Nc2nc(-c3cccc([N+](=O)[O-])c3)cs2)c(Cl)c1

More records:
M5 antag	CHRM5 PAM	M1 PAM	M4 PAM	M4 antag	CRFBP-R2 agonist	CRFBP-R2 block	M4 ag	M5 ag	mol
0	-6	10	8	-2	8.2	-5	3	-5	CC1=C(C(=O)Nc2ccccc2)C(c2ccc(Cl)cc2)n2c(s/c(=C/c3cccc(OCC(=O)O)c3)c2=O)=N1 (stereo unspecified)
4	6	5	3	-1	-2.2	-9	0	-2	Cc1ccc(NC(=O)CCN2C(=O)c3ccncc3C2=O)cc1
-7	-3	5	-2	-4	-0.9	3	2	2	O=c1[nH]c(-c2cccnc2)nc2ccccc12
13	-3	7	0	-7	-1.1	-5	1	-1	CC1CN(C(=O)[C@@H]2CCCN2S(=O)(=O)c2ccc(Cl)cc2)CC(C)O1 (stereo partly specified)
10	-20	-10	-13	4	0.7	-1	17	2	COc1ccc(CCNc2oc(COc3ccccc3Cl)nc2C#N)cc1OC
4	-5	5	5	4	0.8	-6	2	-1	COc1cc(NC(=S)NC(=O)c2ccc(C)cc2C)ccc1NC(=O)c1cccs1
12	-4	-4	-13	-3	0.5	12	4	-3	CCOc1ccc(N(C)S(=O)(=O)c2cc(-c3cc(C)no3)ccc2OC)cc1
-4	-2	-3	1	-13	0.3	17	6	-2	O=C(CSc1nnc(Cc2ccccc2)n1Cc1ccccc1)NCc1ccco1
-4	2	4	6	0	-0.3	4	4	2	COc1ccc(C(=O)Nc2ccccc2C(=O)NCCCn2ccnc2)cc1
-6	2	8	4	-3	-0.2	2	1	-1	CCCNC(=O)c1ccc2c(c1)nc(C)n2-c1cccc(C)c1

More compounds follow:
M5 antag	CHRM5 PAM	M1 PAM	M4 PAM	M4 antag	CRFBP-R2 agonist	CRFBP-R2 block	M4 ag	M5 ag	mol
-6	7	4	0	1	3.2	2	0	-5	C/C=C(\C)CN1CCN(c2ccccc2)CC1
6	1	3	3	-2	-0.5	-5	1	-1	COC(=O)c1nn(-c2ccc(OC)cc2)c(=O)cc1Sc1ccc(C)cc1
9	1	4	-4	3	-1.3	25	2	-9	Cc1noc(C)c1COc1cccc(C(=O)Nc2ccc3c(c2)OCO3)c1
-5	9	17	10	7	0.2	0	0	-3	O=C(CN(Cc1ccccc1Cl)S(=O)(=O)c1ccc(Cl)cc1)N/N=C/c1ccc(C(=O)O)cc1
2	0	17	-2	4	1.1	3	0	-2	N#CC1=C(SCC(N)=O)NC2=C(C(=O)c3ccccc32)C1c1ccc(Cl)cc1 (stereo unspecified)
-3	3	14	-3	-11	0.1	3	4	1	COc1ccc(N(CC(=O)NCCSCc2cccc(Cl)c2)S(C)(=O)=O)cc1
-7	-4	-1	-8	14	-1.1	-4	3	5	COCCNS(=O)(=O)c1ccc(-c2ccc(S(=O)(=O)NCCOC)cc2)cc1
18	-38	-9	-13	10	-0.1	1	10	-3	c1ccc2c(CNn3cnnc3)cccc2c1
3	-6	2	-4	6	-0.1	7	0	-5	COC(=O)c1ccc(C2C(C(=O)c3ccc(C)o3)=C(O)C(=O)N2c2cc(C)on2)cc1 (stereo unspecified)
3	-2	10	1	5	0.3	2	1	-2	CC(C)N1CCN(Cc2nc3ccccc3s2)CC1CCO (stereo unspecified)

(further entries)
M5 antag	CHRM5 PAM	M1 PAM	M4 PAM	M4 antag	CRFBP-R2 agonist	CRFBP-R2 block	M4 ag	M5 ag	mol
6	-8	-13	-14	20	-0.1	0	0	-3	O=C(Nc1ccn(CCCN(CCCn2ccc(NC(=O)OCc3ccccc3)nc2=O)CCc2cc3ccccc3[nH]2)c(=O)n1)OCc1ccccc1
14	-5	-2	-4	-1	-2.2	-14	8	1	N#Cc1cccc2c1-c1ccccc1/C2=N/NC(N)=O
11	-8	11	6	-1	-1.9	-14	1	1	Cc1cc(C)nc(NS(=O)(=O)c2ccc(NC(=O)C3CC(=O)N(c4ccccc4)C3)cc2)n1 (stereo unspecified)
-4	4	7	17	-7	0.2	-43	-1	-4	Cc1cc(C)c2nc(SC3CCOC3=O)cc(C)c2c1 (stereo unspecified)
1	8	11	3	2	1.0	3	1	2	N#C/C(=C\c1cn[nH]c1-c1ccccc1Br)C(=O)O
4	2	8	3	-6	-1.8	4	0	0	CCCCCN(C(=O)CCC(=O)OC(C)C(=O)c1ccccc1)c1c(N)n(CCCC)c(=O)[nH]c1=O (stereo unspecified)
2	0	7	4	-4	-1.4	-10	-1	-4	Cc1ccc(C(=O)NCC(=O)OCC(=O)c2ccc(Cl)s2)cc1
0	1	9	1	7	0.8	-4	1	-4	Cc1cccc(N2CCN(C(=O)C3CCN(S(=O)(=O)c4c(C)noc4C)CC3)CC2)c1C
5	-1	12	10	-4	1.4	-4	0	0	CCCn1nc(C(=O)NNC(=O)c2cc(S(=O)(=O)NC)ccc2Br)c2ccccc2c1=O
-4	2	2	0	1	10	-6	1	0	O=C(NC(=S)NC1CCS(=O)(=O)C1)c1ccccc1F (stereo unspecified)

Next part
M5 antag	CHRM5 PAM	M1 PAM	M4 PAM	M4 antag	CRFBP-R2 agonist	CRFBP-R2 block	M4 ag	M5 ag	mol
11	-6	5	0	1	-0.1	-13	1	0	COc1cccc(NC(=O)Cn2c(-c3cncs3)nc3ccccc32)c1
0	5	10	0	-2	-1.2	3	0	-4	Cc1cc(OC(C)C(=O)N2CCN(c3ccccc3)CC2)c2c(C)c(C)c(=O)oc2c1 (stereo unspecified)
5	4	12	-6	11	4.0	10	0	-2	CCC(CC)C(=O)NCc1cccnc1
1	2	5	4	2	0.1	-4	2	3	CC(C)COC(=O)n1ccc(C(=O)N2CCCCC2)n1
-9	16	11	-6	2	-0.6	-1	1	-17	CC#CC[N+](C)(C)CCCCCC
-3	2	9	-4	-4	0.9	13	1	2	Cc1ccc(NCCC(=O)c2cccs2)cc1C
5	0	6	6	-6	-1.1	4	0	-3	Cc1ccc(NS(=O)(=O)c2c(C)[nH]c(=O)[nH]c2=O)c(Br)c1
1	-2	3	-4	-5	-1.3	17	2	2	CC(=O)Nc1ccc(NC(=O)c2cccc3ccccc23)cc1

Compounds as they come; overall some 2.6% were active at least once.
